# Compound activity (PubChem BioAssay)
# RGS4-Gao reg – modulates binding of RGS4 to human Galphao | P09471 | Multiplexed bead flow cytometry; actives lie on both sides | binding response (% of control), % at 10 µM | actives 0.33% (n = 220,000) | AID 1415; in the data active = binding response below about 49% or above about 150%; inactive = in between;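 note: fluorescent Galphao activated with aluminum fluoride binding bead-coupled RGS4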
# Bim-Mcl-1 – disrupts Bim peptide binding to human Mcl-1; actives 0.1% (n = 190,000); Q07820; AID 1009; Bead-based flow cytometry, Bim peptide-Mcl-1 binding; inhibition, % at 10 µM;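 note: 0% = no compound tracer wells and 100% = peptide blocker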
# Target sequence (Q07820 whole entry, looked up): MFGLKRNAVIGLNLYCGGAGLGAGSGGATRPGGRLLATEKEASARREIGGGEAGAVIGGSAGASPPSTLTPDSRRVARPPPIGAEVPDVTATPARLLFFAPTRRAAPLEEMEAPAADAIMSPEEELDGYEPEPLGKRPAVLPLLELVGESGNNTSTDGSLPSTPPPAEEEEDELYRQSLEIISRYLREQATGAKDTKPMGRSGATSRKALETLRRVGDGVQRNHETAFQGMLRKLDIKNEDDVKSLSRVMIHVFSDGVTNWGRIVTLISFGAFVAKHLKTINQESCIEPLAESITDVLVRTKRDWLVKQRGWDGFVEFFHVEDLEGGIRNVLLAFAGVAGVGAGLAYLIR
# RGS7-Gao – modulates binding of RGS7 to human Galphao; P09471; Multiplexed bead flow cytometry; actives lie on both sides; binding response (% of control), % at 10 µM; actives 0.35% (n = 220,000); AID 1439; in the data active = binding response below about 49% or above about 150%; inconclusive = no clear call, values can overlap the other calls; inactive = in between;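 note: fluorescent Galphao held in activated GDP-AlF4 state binding bead-coupled RGS7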
# Bim-Bcl-W – inhibitors of Bim-Bcl-W interaction, human. inhibition, % at 10 µM. actives 0.02% (n = 190,000). AID 952. bead-based flow cytometry, Bim peptide-Bcl-W binding;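 note: 0% = bound tracer without compound and 100% = peptide blocker; higher means less fluorescent Bim peptide bound to Bcl-W beads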
# Target sequence (Q92843 whole entry, looked up): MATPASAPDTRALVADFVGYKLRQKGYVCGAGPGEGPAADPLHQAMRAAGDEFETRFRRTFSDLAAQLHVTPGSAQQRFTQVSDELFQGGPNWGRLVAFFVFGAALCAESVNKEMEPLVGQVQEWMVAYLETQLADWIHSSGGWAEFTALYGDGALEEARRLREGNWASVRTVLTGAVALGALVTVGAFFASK
# Bfl-1 Bim block – inhibitors of Bim-Bfl-1 interaction, human | inhibition, % at 10 µM | Bead-based flow cytometry, Bim-Bfl-1 binding inhibition | actives 0.12% (n = 190,000) | AID 1008;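 note: 0% = wells without compound plus tracer and 100% = blocker peptide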
# Mcl1 Bid PPI – disrupts binding of human Mcl-1 to Bid peptide; Q07820; inhibition, % at 21.7 µM; TR-FRET Mcl-1/Bid-Dy647 peptide binding, 1536-well; actives 0.97% (n = 220,000);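 active = compounds that cut the binding signal by more than half at the single screening dose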;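 note: His-tagged Mcl-1 with europium anti-His antibody binding Bid BH3 peptide; 0% = Mcl-1 plus peptide wells and 100% = peptide-only wells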
# Mcl1 Noxa PPI – Mcl-1/Noxa interaction inhibition | AID 1022 | inhibition, % at 21.7 µM | TR-FRET Mcl-1/Noxa peptide binding, 2 h | actives 1.5% (n = 220,000);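 active = compounds that cut the protein-peptide binding signal by more than 50% relative to plate controls in a single-dose test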;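 note: His-tagged Mcl-1 with rhodamine Noxa BH3 peptide and terbium anti-His antibody; 0% = Mcl-1 plus Noxa peptide wells and 100% = peptide-only wells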
# Bcl-B Bim block – inhibitors of Bim-Bcl-B interaction, human; Q9HD36; bead-based flow cytometry, Bim peptide-Bcl-B binding; inhibition, % at 10 µM; actives 0.073% (n = 190,000); AID 951;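 note: 0% = tracer peptide without compound and 100% = reference inhibitor peptide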
# Target sequence (Q9HD36 whole entry, looked up): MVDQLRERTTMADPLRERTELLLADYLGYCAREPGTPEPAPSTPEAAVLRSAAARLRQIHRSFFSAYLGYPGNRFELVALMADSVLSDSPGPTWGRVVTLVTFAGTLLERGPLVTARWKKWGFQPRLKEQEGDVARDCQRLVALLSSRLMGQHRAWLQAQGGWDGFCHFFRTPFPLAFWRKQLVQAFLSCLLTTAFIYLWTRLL
# Bim-Bcl-XL – inhibitors of Bim-Bcl-XL interaction, human | inhibition, % at 10 µM | Bim peptide-Bcl-XL binding, bead flow cytometry, fluorescence | actives 0.04% (n = 190,000) | AID 1007 | Q07817
# RGS8-Gao – regulators of human RGS8-Galphao interaction; multiplexed bead flow cytometry, RGS8-Galphao binding; actives lie on both sides; P09471; actives 0.34% (n = 220,000); response (percent of control binding), % at 10 µM; in the data active = response below about 60% or above about 140%; inactive = in between;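 note: Galphao activated as the GDP aluminium fluoride complex binding bead-coupled RGS8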
# Bcl-2 Bim block – human Bim-Bcl-2 interaction inhibition; P10415; Bead-based flow cytometry, Bim peptide-Bcl-2 binding; inhibition, % at 10 µM; actives 0.06% (n = 190,000); AID 950; in the data active = inhibition above about 40%; inconclusive = no clear call, values can overlap the other calls;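 note: 0% = no compound wells with probe peptide and 100% = reference peptide inhibitor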
# Target sequence (P10415 whole entry, looked up): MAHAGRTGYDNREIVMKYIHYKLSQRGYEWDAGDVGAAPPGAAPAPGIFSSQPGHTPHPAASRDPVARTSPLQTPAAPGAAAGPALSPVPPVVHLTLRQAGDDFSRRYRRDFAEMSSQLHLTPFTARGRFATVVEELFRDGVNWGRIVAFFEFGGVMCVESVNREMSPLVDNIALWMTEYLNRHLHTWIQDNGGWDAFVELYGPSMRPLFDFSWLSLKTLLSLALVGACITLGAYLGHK
# Numbers without * were called inactive; ? = inconclusive; . = no result given. Cut-off read from the data, not from the text of the source, unless noted: active = inhibition above about 40%.
SMILES,RGS4-Gao reg,Bim-Mcl-1,RGS7-Gao,Bim-Bcl-W,Bfl-1 Bim block,Mcl1 Bid PPI,Mcl1 Noxa PPI,Bcl-B Bim block,Bim-Bcl-XL,RGS8-Gao,Bcl-2 Bim block
Cc1nn(C)cc1C(C(=O)NC1CCCCC1)N(CCc1ccccc1)C(=O)c1cnccn1 (centres undefined),102,1,107,-1,-6,-7,17,-2,1,101,-3
Cc1cc2c(c(=O)o1)C1(C(=O)N(C)c3ccccc31)C(C#N)=C(N)O2 (centres undefined),100,2,103,4,-10,-20,3,-2,4,100,-2
c1ccc(-c2csc(Nc3cccnc3)n2)nc1,99,0,94,0,-13,-32,45,-5,-7,99,-7
Cc1cc2nncn2c(Cc2ccccc2)n1,106,3,100,6,-8,-14,-2,-3,-1,104,-2
CCN(CC)c1ncn(Cc2c(Cl)cccc2Cl)c2ncnc1-2,103,0,100,-2,-3,-16,16,-2,-2,103,-4
CC1CCCN(S(=O)(=O)c2ccccc2[N+](=O)[O-])C1 (centres undefined),96,-2,121,0,1,-25,-8,-4,-3,116,-3
Cn1cc(CN2C[C@H]3CC[C@H]2C3)c(-c2ccccc2F)n1,89,0,86,2,-5,-20,9,-3,1,72,0
CSC1=NCCCN1C(=O)c1c(-c2ccccc2Cl)noc1C,95,.,?,.,.,-2,0,.,.,98,.
COC(=O)c1ccccc1NC(=O)c1cc2nc(C3CC3)cc(C(F)(F)F)n2n1,94,1,96,0,-8,-40,11,-6,-4,98,-7
Cc1cc(O)c(/C=N/c2ccccn2)c(=O)o1,117,0,114,1,-10,-7,15,-6,-2,107,-6
Cc1cc(NC(=O)CSc2nc3c(c(=O)n2CCc2ccccc2)SC(C)C3)no1 (centres undefined),101,0,104,0,-6,-13,9,-7,-5,100,-6
O=C(COC(=O)CCC(=O)c1cccs1)NCc1ccccc1,101,-6,102,-2,-3,-10,29,-2,0,101,-2
COc1ccc(C2=NN3C(C2)c2ccccc2OC3c2cccs2)cc1 (centres undefined),97,-3,100,-2,0,-30,10,-2,0,91,-6
O=C(/C=C/c1ccc(Cl)cc1)N1CCN(c2c(Cl)cccc2[N+](=O)[O-])CC1,101,-2,104,-3,-2,-8,-2,-9,-5,100,-4
CCC(C)NC(=O)C1c2ccccc2C(=O)N1Cc1cc(OC)ccc1OC (centres undefined),100,-2,98,-3,-6,-11,18,-2,-1,101,-5
O=C(O)c1cc(/C=N\O)ccc1OCc1ccccc1,100,0,96,2,0,2,-4,-1,2,92,2
CCOc1ccc(C2NC(=O)C(C#N)=C(S)N2c2ccc(OC)cc2)cc1OC (centres undefined),103,-5,99,-1,-12,-42,-7,-11,-4,104,-8
CSc1ccc(/C=c2\s/c(=C\C(=O)C(C)(C)C)n(CC(=O)NCCC3=CCCCC3)c2=O)cc1,103,-5,99,-4,-7,-22,-3,-6,-5,101,-4
CCOC(=O)C1(CC2CCCCO2)CCN(S(=O)(=O)c2ccc(C)s2)CC1 (centres undefined),86,0,83,0,-3,-15,8,-1,-2,91,-1
CCOC(=O)c1c(C)[nH]c(C)c1C(=O)COc1ccc(NC(=O)c2ccco2)cc1,101,-1,98,-1,-1,-36,21,0,3,99,-3
COc1cc(C2NC(=O)NC(c3ccccc3)=C2C(C)=O)cc([N+](=O)[O-])c1O (centres undefined),99,1,98,2,-4,-44,10,-2,-1,98,-1
Fc1ccccc1COc1cccc(/C=N/n2cnnc2)c1,97,-5,92,-3,-13,-7,1,-9,-7,98,-12
Cc1ccc(S(=O)(=O)Nc2nc3ccccc3nc2Nc2cccc(S(=O)(=O)N3CCCC3)c2)cc1,102,0,103,1,-7,9,28,0,-3,101,-1
CCOC(=O)c1ccc(NC(=S)NN2CCOCC2)cc1,96,-7,100,-4,3,-39,32,-5,-6,98,-2
Cc1cc2c(cc1S(=O)(=O)Nc1cccc(F)c1C)NC(=O)CO2,104,-1,?,-4,-4,-33,8,-2,-1,98,0
C/C(=N\NC(=O)c1cccc(S(=O)(=O)Nc2cccc(Cl)c2)c1)c1cccs1,100,-5,102,-7,1,-35,0,-3,-8,106,0
COc1ccccc1NC(=O)N1CCCC1C(=O)Nc1ccc2c(c1)OCCO2 (centres undefined),103,-2,100,0,-2,-3,8,0,-1,101,-3
CN1CCN(S(=O)(=O)c2ccc3ccccc3c2)CC1,102,-1,103,-5,-4,-6,-1,-9,-7,100,-6
CCOCCCNc1ncnc2c1[nH]c1ccccc12,106,2,104,0,0,-6,18,-1,-2,107,-2
COc1ccc(OCCNC(=O)/C=C/c2ccc([N+](=O)[O-])cc2)cc1,100,2,99,-1,0,1,7,0,-3,100,3
CC(=O)c1c(C)nn(C(C)CC(=O)O)c1C (centres undefined),89,5,99,2,7,5,17,0,8,92,-5
NC(=O)C[C@@H]1NC(=O)CNC(=O)c2cc([N+](=O)[O-])cc(I)c2NCCC(C(N)=O)NC1=O (some centres undefined),93,-2,96,2,0,-10,17,-2,0,91,-2
Cc1cccc(NC(=S)NCCc2ccc(S(N)(=O)=O)cc2)c1C,91,-7,92,-5,-17,-51,7,-11,-10,91,-5
COc1cccc(/C=C/C(=O)c2ccc(NS(=O)(=O)c3ccc(C)cc3)cc2)c1,104,6,101,10,11,14,7,9,11,101,11
COc1cc(C(=O)NNC(=S)Nc2ccc(S(N)(=O)=O)cc2)cc(OC)c1OC,90,-8,98,-4,13,-63,-11,-56,-9,83,-1
c1ccc2c(-c3csc(-c4ccncc4)n3)c[nH]c2c1,101,0,98,0,-4,-55,20,-2,1,102,-4
Cc1ccc(O)c(CNn2cnnc2)c1,104,4,104,5,2,-10,6,6,0,108,7
Cc1cccc(Nc2nc(N)nc(CN3CCN(C)CC3)n2)c1,104,-6,104,-1,-5,-23,5,0,-3,117,-1
Cc1noc(C)c1COc1cccc(C(=O)OC(C)C(=O)Nc2c(C)n(C)n(-c3ccccc3)c2=O)c1 (centres undefined),96,0,96,0,-3,-36,7,-2,-2,99,-3
Cc1ccccc1OCC(=O)Nc1ccc(NC(=O)c2ccco2)cc1,100,1,95,0,-4,-18,-9,-1,0,108,-1
CSc1ccc2[nH]c(=O)cc(C)c2c1,97,1,96,-1,-2,-7,7,-3,-1,98,-1
CCN1C(=O)c2ccccc2Sc2ccc(C(=O)NCCN3CCOCC3)cc21,101,-4,107,-3,-3,-7,18,-7,-7,104,0
COc1cc(/C=C2\SC(=S)N(C(C(=O)O)c3ccccc3)C2=O)cc(OC)c1OC (centres undefined),100,.,?,.,.,28,22,.,.,103,.
Cc1ccc(SCCNC(=O)C(C)C)cc1,101,-2,97,-1,-10,-30,-7,-9,-5,100,-9
NS(=O)(=O)c1ccc(CCNC(=O)CSc2ncnc3ccccc23)cc1,100,0,?,1,-5,-49,24,-1,0,101,-2

# Sorted by length of the SMILES (falling): three of the compounds above.
SMILES,RGS4-Gao reg,Bim-Mcl-1,RGS7-Gao,Bim-Bcl-W,Bfl-1 Bim block,Mcl1 Bid PPI,Mcl1 Noxa PPI,Bcl-B Bim block,Bim-Bcl-XL,RGS8-Gao,Bcl-2 Bim block
COc1cc(/C=C2\SC(=S)N(C(C(=O)O)c3ccccc3)C2=O)cc(OC)c1OC (centres undefined),100,.,?,.,.,28,22,.,.,103,.
O=C(COC(=O)CCC(=O)c1cccs1)NCc1ccccc1,101,-6,102,-2,-3,-10,29,-2,0,101,-2
Cc1cc2nncn2c(Cc2ccccc2)n1,106,3,100,6,-8,-14,-2,-3,-1,104,-2

# Next part.
SMILES,RGS4-Gao reg,Bim-Mcl-1,RGS7-Gao,Bim-Bcl-W,Bfl-1 Bim block,Mcl1 Bid PPI,Mcl1 Noxa PPI,Bcl-B Bim block,Bim-Bcl-XL,RGS8-Gao,Bcl-2 Bim block
COc1ccc(Cl)cc1C(=O)NNC(=O)CN1C(=O)C2CC=CCC2C1=O (centres undefined),97,0,98,1,-3,-9,-22,-1,-1,101,-1
CCc1c(O)nc(SCC(=O)Nc2nc3ccccc3s2)n(-c2ccccc2)c1=O,103,.,?,.,.,-14,15,.,.,103,.
N=c1sccn1CC(=O)NCCc1ccc(Cl)cc1Cl,103,0,102,0,-16,41,51*,-3,-2,100,-8
COC(=O)c1ccc(CSc2nc3c(c(=O)n2-c2ccc(F)cc2)SCC3)o1,102,.,102,.,.,-1,-17,.,.,100,?
NC(=O)C[n+]1ccc(/C=N/O)cc1,101,0,100,0,-6,-33,-2,-8,-1,107,0
CC12CCC(C(=O)NCCN3CCCCC3)(CC1=O)C2(C)C (centres undefined),100,-1,98,0,0,-2,-1,-2,0,99,1
COC(=O)c1cccnc1NC(=S)NNC(=O)c1ccccc1,108,0,108,1,-1,-88,5,1,-2,102,-5
CCc1ccccc1NC(=O)c1cc(-c2cccc(O)c2)on1,106,0,109,0,-11,-13,9,-5,-6,112,-8
CCCc1nc2sc(C(=O)OCC)c(N)c2c2c1COC(C)(C)C2,101,2,103,-3,-8,-5,6,-4,-4,100,-6
COc1cc(/C=N/N=C2/NC(=O)C(Cc3ccccc3)S2)ccc1O (centres undefined),107,-2,101,-6,4,-11,31,2,-2,103,3
COc1cnc(-c2ccccc2)nc1Oc1ccc(Cl)cc1C,102,-1,103,-3,-4,3,2,-6,0,102,0
NS(=O)(=O)c1ccc(CCNC(=O)NC23CC4CC(CC(C4)C2)C3)cc1,102,1,106,2,-2,-11,19,-4,1,103,0
CCOC(=O)C(=O)/C(=C\N(C)C)c1onc(-c2ccccc2)c1C(=O)OC,100,2,100,1,-10,-36,-23,-4,-7,99,-6
O=C(c1cccc([N+](=O)[O-])c1)N1CCN(Cc2ccc3c(c2)OCO3)CC1,100,1,99,0,-3,-27,12,0,0,100,0
O=C(Nc1nccs1)c1cn(-c2ccccc2)nc1-c1ccncc1,99,-1,97,0,-3,-91,-46,-1,0,99,-5
Cc1ccc(N2C(=O)c3ccccc3C2Nc2cccnc2)nc1 (centres undefined),101,0,98,0,-7,-21,-23,-4,-2,104,-8
O=C1CS/C(=N/N=C/c2cccs2)N1,100,0,99,0,-2,-6,5,-1,0,100,-1
CC1=C(C(=O)Nc2ccccc2)C(c2ccc(O)cc2)N2C(=O)CSC2=N1 (centres undefined),111,0,118,4,-11,-22,10,-9,-5,133,-14
CS(=O)(=O)N1CCC(C(=O)NCc2ccc(Cl)cc2Cl)CC1,95,0,102,1,-3,0,6,-1,-1,99,-4
COc1ccccc1Oc1ccccc1[N+](=O)[O-],97,.,?,.,.,-10,-3,.,.,99,.
Cc1noc(NS(=O)(=O)c2ccc(N)cc2)c1C,104,-3,104,0,-3,-5,-8,-2,-1,100,1
C1=CC2CCC1ON2c1ccccc1 (centres undefined),103,-2,103,0,3,-55,12,-4,-4,100,1
Cc1ccc(S(=O)(=O)c2ccc(Cl)cc2)cc1S(=O)(=O)N1CCN(C)CC1,114,-7,110,-5,-1,-17,4,-5,-4,137,-1
Fc1ccccc1-c1nc(NCCCN2CCOCC2)c2ccccc2n1,97,-5,94,-1,-1,-24,16,-3,-8,98,-3
Cc1nnc2n(C3CCCCC3)c(=O)c3c4c(sc3n12)CCC4,98,4,95,5,-8,-23,-27,4,-2,98,4
COCc1nnc(NC(=O)CS(=O)(=O)Cc2ccccc2)s1,86,-2,83,-2,-14,-2,16,-7,-7,92,-7
O=C(NCc1ccco1)C1CCN(Cc2ccc(F)cc2)CC1,108,4,106,2,-8,28,33,-1,-1,105,-2
